Screening data: PubChem, Emory University Molecular Libraries Screening Center
14-3-3 PPI – 14-3-3 gamma protein interaction modulation; inhibition, % at 40 µM; FP, 14-3-3gamma / TMR-pS259-Raf peptide binding; AID 422; P61981; hit rate 0.19% among 160,000; in the data active = inhibition above about 30%;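 note: 0% = protein plus tracer without compound and 100% = blank with tracer alone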
Target sequence (P61981 whole entry, looked up): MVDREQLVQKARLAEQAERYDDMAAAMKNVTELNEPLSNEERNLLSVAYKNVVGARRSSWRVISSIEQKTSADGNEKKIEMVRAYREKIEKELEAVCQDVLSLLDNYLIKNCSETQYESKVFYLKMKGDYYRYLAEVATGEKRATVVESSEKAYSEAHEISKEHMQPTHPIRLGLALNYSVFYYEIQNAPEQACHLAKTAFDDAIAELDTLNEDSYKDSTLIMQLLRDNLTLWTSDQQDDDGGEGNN
* = called active by the depositor; & = joins results of further samples. A portion of the library; rates above refer to the full screens.

How did COc1cc2c(cc1OC)C(C)N(C(=O)c1ccc(Br)cc1)CC2 (configuration not stated) do in these assays?
14-3-3 PPI: -3

How did O=C(O)CCN1C(=O)C2C3C=CC(C2C1=O)C1C(=O)N(CCC(=O)O)C(=O)C31 (configuration not stated) do in these assays?
14-3-3 PPI: -8

Results for COc1ccc(Nc2cc(C)nc(-n3nc(C)cc3C)n2)cc1 ?
14-3-3 PPI: -7

What do the screens show for `COCCNC(=O)c1ccc(N2CC3CC(C2)c2cccc(=O)n2C3)c(NC(=O)c2ccncc2)c1` (configuration not stated)?
14-3-3 PPI: 9

Results for O=C(OCc1csc(-c2ccccc2)n1)c1cccs1 ?
14-3-3 PPI: -4

Results for CCC(C)OC(=O)C1=C(C)NC(=O)NC1c1ccc(OC)c(OCc2ccccc2)c1 (configuration not stated) ?
14-3-3 PPI: -2

What do the screens show for `CCOC(=O)c1[nH]c2ccccc2c1NC(=O)c1cc(Cl)ccc1[N+](=O)[O-]`?
14-3-3 PPI: 0

How did COc1ccc(-c2ccc(-c3noc(-c4cccc(OC)c4)n3)c(OC)n2)cc1 do in these assays?
14-3-3 PPI: -14

What do the screens show for `Cc1ccc(Nc2cc(N3CCCCCC3)c3nonc3c2[N+](=O)[O-])cc1Cl`?
14-3-3 PPI: 7

How did CCOC(=O)C(=O)Nc1nc(-c2cc3cc([N+](=O)[O-])ccc3oc2=O)cs1 do in these assays?
14-3-3 PPI: -11

What do the screens show for `CCCCC(=O)Nc1ccc(NC(=O)c2ccc3c(c2)OCO3)cc1OC`?
14-3-3 PPI: -7

What do the screens show for `C(=Cc1nc2ccccc2n1CCCOc1ccccc1)c1ccccc1`?
14-3-3 PPI: -9

A draw from above in order of heavy-atom count, descending.
Results for CCC(C)OC(=O)C1=C(C)NC(=O)NC1c1ccc(OC)c(OCc2ccccc2)c1 (configuration not stated) ?
14-3-3 PPI: -2

How did COc1ccc(-c2ccc(-c3noc(-c4cccc(OC)c4)n3)c(OC)n2)cc1 do in these assays?
14-3-3 PPI: -14

What do the screens show for `Cc1ccc(Nc2cc(N3CCCCCC3)c3nonc3c2[N+](=O)[O-])cc1Cl`?
14-3-3 PPI: 7

What do the screens show for `C(=Cc1nc2ccccc2n1CCCOc1ccccc1)c1ccccc1`?
14-3-3 PPI: -9

How did COc1cc2c(cc1OC)C(C)N(C(=O)c1ccc(Br)cc1)CC2 (configuration not stated) do in these assays?
14-3-3 PPI: -3

Results for O=C(OCc1csc(-c2ccccc2)n1)c1cccs1 ?
14-3-3 PPI: -4

Additional results:
How did CC(=O)c1c(C)oc2c1cc(NS(=O)(=O)c1ccc(Cl)c([N+](=O)[O-])c1)c1ccccc12 do in these assays?
14-3-3 PPI: -10

How did CC(=O)Nc1cc(C(=O)NCc2ccc(F)cc2)ccc1Sc1ccc(F)cc1 do in these assays?
14-3-3 PPI: -4

What do the screens show for `CCOc1ccc(Cn2nnc(C(=O)NCc3ccccc3)c2N)cc1`?
14-3-3 PPI: 0

How did NC(=O)NC(=O)CSc1cccc(C(F)(F)F)c1 do in these assays?
14-3-3 PPI: -7

Results for O=C(CSc1nnc(C2CCCCC2)n1Cc1ccccc1)NCc1ccco1 ?
14-3-3 PPI: -3

What do the screens show for `COc1cccc(OC)c1-c1nn2c(-c3ccco3)nnc2s1`?
14-3-3 PPI: -13

What do the screens show for `Cc1nn(C(C)C(=O)NCC2CCCO2)c(=O)c2cc3occc3n12` (configuration not stated)?
14-3-3 PPI: -3

What do the screens show for `COC(=O)CN1C(=O)C(C)(C)Oc2ccc(C(=O)NC3CC3)cc21`?
14-3-3 PPI: -1

Results for COc1ccc(NC(=O)C(=O)NCc2ccccn2)c(OC)c1 ?
14-3-3 PPI: -2

How did C/C=C(\C)c1nnc(NC(=O)OCC)s1 do in these assays?
14-3-3 PPI: 10

Results for CC(C)(C)C(=O)Nc1ncc(C(F)(F)F)cc1Cl ?
14-3-3 PPI: 2

Results for CC(=O)N=c1c(C#N)cc2c(=O)n3cccc(C)c3nc2n1CC(C)C ?
14-3-3 PPI: 3

Reprinted at random: 6 compounds from above
How did CC(=O)c1c(C)oc2c1cc(NS(=O)(=O)c1ccc(Cl)c([N+](=O)[O-])c1)c1ccccc12 do in these assays?
14-3-3 PPI: -10

What do the screens show for `COC(=O)CN1C(=O)C(C)(C)Oc2ccc(C(=O)NC3CC3)cc21`?
14-3-3 PPI: -1

Results for COc1ccc(NC(=O)C(=O)NCc2ccccn2)c(OC)c1 ?
14-3-3 PPI: -2

What do the screens show for `CCOc1ccc(Cn2nnc(C(=O)NCc3ccccc3)c2N)cc1`?
14-3-3 PPI: 0

Results for CC(=O)N=c1c(C#N)cc2c(=O)n3cccc(C)c3nc2n1CC(C)C ?
14-3-3 PPI: 3

What do the screens show for `COc1cccc(OC)c1-c1nn2c(-c3ccco3)nnc2s1`?
14-3-3 PPI: -13

New compounds follow
What do the screens show for `CCc1ccc(OCC(O)CN2CCN(c3ccccc3)CC2)cc1` (configuration not stated)?
14-3-3 PPI: 1

What do the screens show for `COc1ccc(N2CCN(C(=O)c3c(-c4ccccc4)noc3C)CC2)cc1`?
14-3-3 PPI: 5

How did COc1cc(C(=O)Nc2nncs2)cc(OC)c1OC do in these assays?
14-3-3 PPI: -2

Results for CCc1ccc(CCC(=O)Nc2ccc(C)c(C)c2)o1 ?
14-3-3 PPI: -16

Results for CC1CCCCC1NC(=O)c1cccn2c(=O)c3sccc3nc12 (configuration not stated) ?
14-3-3 PPI: -6

How did CC1=C(C(=O)OCCc2ccccc2)C(c2cccc(Br)c2)C2=C(CCCC2=O)N1 (configuration not stated) do in these assays?
14-3-3 PPI: 2

Results for N#CCc1ccc(NC(=O)c2ccccc2)cc1 ?
14-3-3 PPI: -5

What do the screens show for `c1csc(-n2nc3ccccc3n2)c1`?
14-3-3 PPI: -3

Results for CCOc1ccc(NC(=O)c2cc(S(=O)(=O)NCc3ccccc3Cl)ccc2F)cc1 ?
14-3-3 PPI: -12

Results for CC(C)c1ccc(S(=O)(=O)n2nnc3ccccc32)cc1 ?
14-3-3 PPI: -1

Results for O=C(O)C1CCC(Cn2c(=S)[nH]c3cc(Cl)ccc3c2=O)CC1 (configuration not stated) ?
14-3-3 PPI: -1

How did C=CCOC(=O)C1=C(C)Nc2nnnn2C1c1ccc(Cl)cc1 (configuration not stated) do in these assays?
14-3-3 PPI: -1

How did CCSc1nc2sc3c(c2c(=O)n1-c1cccc(Br)c1)CC(C)(C)OC3 do in these assays?
14-3-3 PPI: -6

What do the screens show for `Nc1c(C(=O)Nc2ccc(Br)cc2)sc2nc3c(c(-c4ccco4)c12)CCCCC3`?
14-3-3 PPI: -9

How did CCOC(=O)c1c(C)oc2ccc(N(C(=O)c3ccncc3)S(=O)(=O)c3cccc([N+](=O)[O-])c3)cc12 do in these assays?
14-3-3 PPI: -13

How did Cn1c(=O)oc2cc(S(=O)(=O)NCCC(=O)NCCc3ccccc3)ccc21 do in these assays?
14-3-3 PPI: -11

Results for Cc1nc2sc(C(=O)NCC3CCCO3)c(N)c2c(-c2ccc(Br)cc2)c1C(=O)Nc1ccc(Cl)cc1 (configuration not stated) ?
14-3-3 PPI: -5

What do the screens show for `O=C(O)c1nnc(Nc2ccccc2)c2ccccc12`?
14-3-3 PPI: 5

Results for COc1ccc(NC(=O)N2CCC(NC(=O)c3ccco3)CC2)cc1 ?
14-3-3 PPI: -1

What do the screens show for `CCOC(=O)c1ccccc1Oc1c(F)c(F)nc(F)c1F`?
14-3-3 PPI: -1

What do the screens show for `CCn1cnc2sc(C(=O)N3CCN(Cc4ccc5c(c4)OCO5)CC3)c(C)c2c1=O`?
14-3-3 PPI: -5

Results for Cc1cc(Br)ccc1NC(=O)CNC(=O)CSc1n[nH]c(N)n1 ?
14-3-3 PPI: -6

Results for COc1ccc(NC(=O)c2oc(=O)c3ccccc3c2-c2ccccc2)cc1OC ?
14-3-3 PPI: 3

What do the screens show for `Cc1nnc(Nc2ccc3c(c2)OCO3)[nH]c1=O`?
14-3-3 PPI: -19

What do the screens show for `Cn1c(=O)c(-c2ccccc2)c(O)c2ccccc21`?
14-3-3 PPI: 5

What do the screens show for `O=C(CSc1nc2c(c(=O)n1-c1ccc(F)cc1)SCC2)Nc1ccccc1F`?
14-3-3 PPI: -11

Results for CCC(=O)N1CCc2cc(Br)cc(S(=O)(=O)C3(C(=O)OC)CC3)c21 ?
14-3-3 PPI: -2&3

What do the screens show for `COC(=O)c1ccccc1NC(=O)CSc1nnc(Cc2ccc(Cl)cc2)o1`?
14-3-3 PPI: 2

Results for Cc1ccc(-n2cc3c(=O)n(C)c(=O)n(C)c3c2)cc1C ?
14-3-3 PPI: 3

What do the screens show for `CCOC(=O)c1ccc2nc(C)cc(Nc3ccc(OC)cc3)c2c1`?
14-3-3 PPI: -39

How did Cc1ccc2oc(-c3ccc(NC(=O)c4ccc(F)cc4)c(C)c3)nc2c1 do in these assays?
14-3-3 PPI: -98

How did COc1ccc(-n2ncc3c(N4CC(C)CC(C)C4)ncnc32)cc1 (configuration not stated) do in these assays?
14-3-3 PPI: -7

Results for CN(C)S(=O)(=O)N1CCN(c2ccc([N+](=O)[O-])cc2Cl)CC1 ?
14-3-3 PPI: -1

Results for COC(=O)c1ccc(-n2nnnc2SCC(=O)N2CCCCC2)cc1 ?
14-3-3 PPI: 1&7

Results for CCOc1ccc(NC(=O)C2CCCN(S(=O)(=O)c3ccc(Br)s3)C2)cc1 (configuration not stated) ?
14-3-3 PPI: -172

What do the screens show for `Cc1nc(N2CCN(C(c3ccccc3)c3ccccc3)CC2)[nH]c(=O)c1C`?
14-3-3 PPI: -2

How did CCOc1ccc2cc(-c3nnc(Nc4ccccc4F)s3)c(=O)oc2c1 do in these assays?
14-3-3 PPI: -21

Results for Cc1ccc(CNC(=O)c2ccc(CSCc3ccccc3Cl)o2)cc1 ?
14-3-3 PPI: -5

What do the screens show for `CC(=O)Nc1ccc(-n2c(C)ccc2-c2ccccc2)cc1`?
14-3-3 PPI: -29

What do the screens show for `CCOc1ccc(NC(=O)CSc2nccn2-c2cccc(Cl)c2)cc1`?
14-3-3 PPI: -6

Results for Clc1cccc(CSc2nc3ccccc3[nH]2)c1 ?
14-3-3 PPI: 1

What do the screens show for `CC1CN(CC(O)COc2ccc(C(C)C)cc2)CC(C)O1` (configuration not stated)?
14-3-3 PPI: 7

What do the screens show for `O=C(Nc1ccccc1)C1=C(O)CC(c2ccoc2)CC1=Nc1ccccc1` (configuration not stated)?
14-3-3 PPI: -5

How did C=CCn1c(NC(C)CC)nc2c1c(=O)n(C)c(=O)n2C (configuration not stated) do in these assays?
14-3-3 PPI: -7

How did CCOC(=O)c1ccc(N2C(=O)C(Oc3ccccc3C)C2c2ccccc2OC)cc1 (configuration not stated) do in these assays?
14-3-3 PPI: 11

What do the screens show for `CCC(C)c1ccc(OCCSc2nc3ccccc3[nH]2)cc1` (configuration not stated)?
14-3-3 PPI: -3

How did CC(=O)N(CC1CCCO1)c1nnc(-c2ccccn2)s1 (configuration not stated) do in these assays?
14-3-3 PPI: 1

How did COc1cccc(C2C=C(c3ccc(Br)cc3)Nc3nc4ccccc4n32)c1OC (configuration not stated) do in these assays?
14-3-3 PPI: -15

What do the screens show for `Cc1cc2nn(-c3ccccc3)nc2cc1NC(=O)COc1ccc(Br)cc1`?
14-3-3 PPI: -21

Results for Cc1ccc(NC(=O)CSc2nc3c(cnn3-c3ccc(Cl)cc3)c(=O)[nH]2)c(C)c1 ?
14-3-3 PPI: 17

How did CCOc1ccc2nc(NCCO)[nH]c2c1 do in these assays?
14-3-3 PPI: -6&-1

Results for CC(NC(=O)c1ccccc1)C(=O)NC1=NCCS1 (configuration not stated) ?
14-3-3 PPI: -2

Results for Cc1cc(C)c2c(CC(=O)N(CCC#N)Cc3cccnc3)coc2c1 ?
14-3-3 PPI: 5

What do the screens show for `Nc1nc(CSc2ncn(-c3ccccc3)n2)cs1`?
14-3-3 PPI: -11

How did Cc1ccc2cc3cc(C(=O)Nc4cccc(C#N)c4)oc3nc2c1 do in these assays?
14-3-3 PPI: 9

Results for COc1cc(C(=O)N2CCN(c3ncnc4sc(C)c(C)c34)CC2)cc(OC)c1OC ?
14-3-3 PPI: -4

What do the screens show for `O=C(NCC1CCCO1)C1CCN(C(=O)c2ccc(Cl)cc2)CC1` (configuration not stated)?
14-3-3 PPI: 8

What do the screens show for `COc1ccc(CC(=O)Nc2c[nH]c(=O)[nH]c2=O)cc1OC`?
14-3-3 PPI: -1

Results for CCCN(c1ccc(OCC)cc1)S(=O)(=O)c1ccc2c(c1)CCN2C(=O)CCC(=O)O ?
14-3-3 PPI: -8

What do the screens show for `O=C(Nc1ccc(-c2csc(Nc3cccc(O)c3)n2)cc1)c1ccccc1`?
14-3-3 PPI: -5

How did Cc1[nH]c2ccccc2c1SCCNC(=O)c1cccc(F)c1 do in these assays?
14-3-3 PPI: 0

What do the screens show for `CN=C(C)c1c(O)c2ccccc2oc1=O`?
14-3-3 PPI: -14

Results for CCCc1n(CC(O)COC2CCCCC2)c2ccccc2[n+]1C (configuration not stated) ?
14-3-3 PPI: -2

Results for O=C1CC(N2CCN(C(c3ccc(F)cc3)c3ccc(F)cc3)CC2)C(=O)N1c1ccc(Cl)cc1 (configuration not stated) ?
14-3-3 PPI: -9

What do the screens show for `CCOc1ccc(NC(=O)c2ccc([N+](=O)[O-])cc2)cc1`?
14-3-3 PPI: -11

What do the screens show for `CC(=O)NC(=O)c1cc2ccccc2oc1=Nc1ccc(I)cc1`?
14-3-3 PPI: -3

What do the screens show for `O=C(Nc1cccc(C(F)(F)F)c1)N1CCN(CC=Cc2ccccc2)CC1`?
14-3-3 PPI: -3

Results for Cc1ccc2oc(-c3ccc(NC(=O)c4ccc(C(C)(C)C)cc4)cc3)nc2c1 ?
14-3-3 PPI: -56

Results for Nc1nc(-c2cc3ccccc3oc2=O)nc2c1c(=O)oc1ccccc12 ?
14-3-3 PPI: -1

How did O=c1c2ccccc2nc(SCc2cccnc2)n1CCc1ccccc1 do in these assays?
14-3-3 PPI: -1

Results for COc1cc(C)ccc1OCCCn1c(-c2ccc(Cl)cc2)nc2ccccc2c1=O ?
14-3-3 PPI: -11
